Compound activity: PubChem, The Scripps Research Institute Molecular Screening Center
PRMT1 inh: PRMT1 methyltransferase inhibitors, primary screen, biochemical, fluorescence polarization | Protein arginine N-methyltransferase 1 (Homo sapiens), Q99873 | recombinant PRMT1, activity-based probe fluorescence polarization | inhibition, % at 2.79 µM | actives 1.3% (n = 370,000);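 active means inhibition above about 21% made by adding two undisclosed values, limit read from the data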
Target sequence (Q99873 whole entry, looked up): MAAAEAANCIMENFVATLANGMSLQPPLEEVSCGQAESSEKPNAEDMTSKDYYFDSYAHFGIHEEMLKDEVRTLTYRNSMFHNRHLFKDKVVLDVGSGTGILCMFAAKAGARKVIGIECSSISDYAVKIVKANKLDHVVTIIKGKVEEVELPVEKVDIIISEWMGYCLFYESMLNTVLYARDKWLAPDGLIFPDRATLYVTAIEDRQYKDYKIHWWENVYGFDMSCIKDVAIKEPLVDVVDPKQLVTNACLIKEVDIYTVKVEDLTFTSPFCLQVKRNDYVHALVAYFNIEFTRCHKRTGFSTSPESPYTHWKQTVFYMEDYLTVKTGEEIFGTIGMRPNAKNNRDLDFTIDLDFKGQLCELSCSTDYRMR
TDP2 absorb: human TDP2 enzyme inhibitors, primary screen, biochemical, epi absorbance, recombinant enzyme; T5PNP hydrolysis, p-nitrophenol absorbance 415 nm; inhibition, % at 12.8 µM; actives 0.34% (n = 370,000); AID 720702, 2013;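 active means inhibition above the mean of all tested compounds plus 3 SD, set per campaign, cut at about 25% in these data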;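 further: 0% = DMSO with enzyme and 100% = buffer with substrate but no TDP2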
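System – recombinant human TDP2 · Quantity – TDP2 enzyme at 120 nM final · Doses – single concentration, 12.8 µM nominal, with 1% DMSO · Incubation – 2 h at 37 °C · Measured by – epi absorbance of p-nitrophenol freed from T5PNP by hydrolysis · Read-out – % inhibition relative to enzyme-containing and enzyme-free wells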
mABHD4 FP: ABHD4 inhibitors, primary screen, biochemical, fluorescence polarization, mouse; (Lyso)-N-acylphosphatidylethanolamine lipase (Mus musculus), Q8VD66; purified mABHD4, FP-Rh probe fluorescence polarization; inhibition, % at 8.92 µM; actives 0.54% (n = 370,000);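 active means inhibition exceeding the mean over every tested compound plus 3 SD, cut at about 30% in these data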;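 further: 0% = plate median of compound wells and 100% = S159A mutant with DMSO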
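system = mouse ABHD4 enzyme, wild type | medium = HEPES pH 7.0, NaCl, Pluronic buffer | also added = FP-Rh probe | incubation = Enzyme–compound pre-incubation 45 min, then probe 60 min, both 25 °C | technique = fluorescence polarization, excitation 525 nm, emission 598 nm, BODIPY TMR filters | controls = S159A mutant high control, sample median low control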
Tn7 DDE FP: inhibitors of Tn7 peptide binding to fibrin DD(E), primary screen, biochemical, fluorescence polarization, human fibrin, Tn7 probe | actives 0.13% (n = 370,000) | Fibrinogen beta chain (Homo sapiens), P02675 | inhibition, % at 8.3 µM | FP displacement of FITC-Tn7 peptide from fibrin DD(E); 0% = median of compound wells per plate;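 active means inhibition above the mean of compounds falling within the control limits plus 3 SD of them, cut at about 14% in these data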;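 further: 0% = plate median of compound wells and 100% = 10 µM Aha-Tn7 peptide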
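Assay system: Fibrin-DD(E) protein isolated from polymerized human fibrin clots; read-out basis: percent inhibition; medium: Tris/NaCl/CaCl2 buffer, pH 7.8; signal: FP measurement; incubation: 10 min plus 3 h, room temperature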
TCR-CD3 inh: inhibitors of human TCR-CD3 interaction, primary screen, biochemical, fluorescence, TAMRA-labeled TCR probe; AID 651800, 2012; actives 0.37% (n = 360,000); T-cell receptor (TCR); inhibition, % at 9.4 µM; in the data active means inhibition above about 19%;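 further: recombinant mutant TCR 2C K166C tagged with TAMRA read by polarization; 0% = receptor in buffer alone and 100% = receptor with positive control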
UHRF1 binding: UHRF1 methylated DNA binding inhibitors, primary screen, counter-screen for MBD2 inhibitor project, biochemical, TR-FRET, human UHRF1, single concentration. UHRF1 binding to methylated oligo. actives 0.75% (n = 370,000). inhibition, % at 4.4 µM. E3 ubiquitin-protein ligase UHRF1 (Homo sapiens), Q96T88; in the data active means inhibition above about 21%;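 further: UHRF1 SRA domain binding a hemimethylated CpG hairpin DNA probe; 0% = median of test compound wells and 100% = reference inhibitor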
SIAE inh: human SIAE inhibitors, primary screen, biochemical, fluorescence polarization, FP-Rh probe, 1536-well HTS. Sialate O-acetylesterase (Homo sapiens), Q9HAT2. SIAE FP-Rh probe binding. inhibition, % at 9.66 µM. actives 0.69% (n = 370,000);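 active means inhibition above a cutoff: mean of compounds within the control limits plus 3 SD of those, cut at about 17% in these data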;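 further: 0% = plate median of compound wells and 100% = probe without SIAE protein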
HTRA1 inh: HTRA1 serine protease inhibitors, primary screen, biochemical, fluorescence polarization, HTS. Q92743. recombinant HTRA1, FP-rhodamine activity-based probe. inhibition, % at 5.96 µM. actives 0.5% (n = 340,000). AID 504803, 2011; in the data active means inhibition above about 36%;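 further: 0% = enzyme with DMSO and 100% = wells lacking enzyme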
Target sequence (Q92743 whole entry, looked up): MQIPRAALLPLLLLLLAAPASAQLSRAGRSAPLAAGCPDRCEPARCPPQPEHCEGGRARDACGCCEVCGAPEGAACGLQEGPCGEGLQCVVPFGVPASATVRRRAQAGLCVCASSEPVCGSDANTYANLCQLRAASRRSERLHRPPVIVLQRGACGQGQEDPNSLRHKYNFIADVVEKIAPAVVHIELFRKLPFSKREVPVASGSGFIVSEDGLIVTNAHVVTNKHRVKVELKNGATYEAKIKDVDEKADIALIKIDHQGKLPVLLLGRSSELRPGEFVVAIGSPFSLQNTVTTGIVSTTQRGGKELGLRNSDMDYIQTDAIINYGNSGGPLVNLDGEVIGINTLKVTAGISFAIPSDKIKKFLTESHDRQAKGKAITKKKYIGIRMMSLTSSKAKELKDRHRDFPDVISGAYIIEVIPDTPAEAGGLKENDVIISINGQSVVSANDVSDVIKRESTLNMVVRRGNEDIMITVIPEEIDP
PG9 Ab binder: binders of HIV-1 gp120 antibody PG9, primary screen, biochemical, TR-FRET. HIV-1 gp120 / PG9 antibody interaction. TR-FRET gp120-PG9 antibody binding. inhibition, % at 6.7 µM. actives 0.43% (n = 360,000). AID 624416, 2012; in the data active means inhibition above about 8.5%
LEDGF integ inh: blockers of LEDGF/p75-dependent integrase strand transfer – biochemical, TR-FRET, high throughput, primary screen; HIV-1 integrase (with human LEDGF/p75); TR-FRET IN-LEDGF/p75 DNA integration, Eu/Cy5; inhibition, % at 3.7 µM; actives 0.64% (n = 370,000);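 active means inhibition above the screen-wide mean plus 3 SD, cut at about 13% in these data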;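 further: signal is the Cy5 over europium emission ratio at 671 and 618 nm; 0% = plate median of compound wells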
* hit, by the source's call; · = no result given.

SMILES	PRMT1 inh	TDP2 absorb	mABHD4 FP	Tn7 DDE FP	TCR-CD3 inh	UHRF1 binding	SIAE inh	HTRA1 inh	PG9 Ab binder	LEDGF integ inh
CCn1ncc(Br)c1C(=O)Nc1ccc(C(C)C)cc1	0	-1	-5	2	-4	4	-4	-8	0.1	-1
CCOc1cccc(OCCNC2CCCC2)c1	-2	4	5	-3	8	2	-2	-2	1.2	8
COc1cc(SC)ccc1C(=O)NNC(=O)c1cc(C)oc1C	-4	13	-1	-6	0	1	-2	2	-1.3	1
CCCc1nc2ccccc2n1CCc1ccccc1	3	5	1	4	-5	1	-2	-4	0.4	0
COc1ccc(S(=O)(=O)Nc2cccc3c2O[C@H](CN(C)C(=O)Nc2ccccc2)[C@@H](C)CN([C@H](C)CO)C3=O)cc1	2	-3	3	0	-9	-2	4	-8	-1.0	0
O=C(NN=Cc1cc(=O)[nH]c(=O)[nH]1)c1ccncc1	-2	7	-1	2	-1	0	4	7	0.9	0
c1ccc(C2Nc3ccccc3-c3nc4ccccc4n32)cc1 (centres undefined)	2	0	7	1	5	-1	6	-14	-0.6	-4
CCc1cccc(CC)c1N(COC)C(=O)Cn1c(C(C)O)nc2ccccc21 (centres undefined)	-1	-13	-12	-3	4	-4	0	2	1.4	8
CCSc1nnc(Cc2cc(=O)[nH]c(=O)[nH]2)n1-c1ccc(Cl)cc1	-3	-9	-1	-12	-1	0	3	0	1.0	2
COC(=O)c1sccc1NC(=O)Nc1cccc(C)c1C	-1	-5	-1	7	2	-1	-1	-1	-0.1	-1
Cc1ccccc1OCC(=O)NC(=S)Nc1ccc(N2CCCC2)cc1	3	-13	7	6	3	0	2	9	1.3	1
COc1ccc(CCNc2ncnc3sccc23)cc1OC	-5	6	2	-4	5	1	-1	3	0.4	0
O=C(NCCS(=O)(=O)N1CCN(c2cccc(Cl)c2)CC1)C1CC1	-5	11	1	1	10	0	-5	5	1.0	5
Cc1ccc(C)c(C(C)NC(=O)c2ccc(Br)o2)c1 (centres undefined)	-2	11	-3	-5	-2	0	-3	-2	-1.9	1
O=C(O)C1=C[C@@H](c2ccccc2)C[C@@H](OCc2ccc(CO)cc2)O1	0	-2	4	-5	1	-1	6	0	-3.0	2
O=C(Nc1cccnc1)C1Cc2c(-c3ccc4c(c3)OCO4)ccnc2O1 (centres undefined)	-3	6	-3	2	3	-1	4	·	0.8	2

Entries of single compounds, looked up by structure. Screens in order: PRMT1 inh, TDP2 absorb, mABHD4 FP, Tn7 DDE FP, TCR-CD3 inh, UHRF1 binding, SIAE inh, HTRA1 inh, PG9 Ab binder, LEDGF integ inh
`O=C(Nc1cccnc1)C1Cc2c(-c3ccc4c(c3)OCO4)ccnc2O1` (centres undefined) is entered as -3, 6, -3, 2, 3, -1, 4, ·, 0.8, 2
`O=C(O)C1=C[C@@H](c2ccccc2)C[C@@H](OCc2ccc(CO)cc2)O1` is entered as 0, -2, 4, -5, 1, -1, 6, 0, -3.0, 2
`COC(=O)c1sccc1NC(=O)Nc1cccc(C)c1C` is entered as -1, -5, -1, 7, 2, -1, -1, -1, -0.1, -1

Next structures
SMILES	PRMT1 inh	TDP2 absorb	mABHD4 FP	Tn7 DDE FP	TCR-CD3 inh	UHRF1 binding	SIAE inh	HTRA1 inh	PG9 Ab binder	LEDGF integ inh
CN(Cc1ccccc1F)C(=O)CNC(=O)Cc1cccc2ccccc12	3	1	3	1	6	1	-8	-1	0.0	-2
CC1Cc2ccccc2N1Cc1nc2cc(C(F)(F)F)ccc2c(=O)[nH]1 (centres undefined)	0	10	8	-1	1	-3	8	22	-1.0	1
Cc1cc(-c2ccccc2)[nH]c(=O)c1S(=O)(=O)c1ccc(Cl)cc1	-3	8	-11	8	0	-2	7	-6	4.2	-2
Cc1ccc(-c2nnn(CC(=O)N(Cc3cccs3)C(C(=O)NC3CCCC3)c3ccco3)n2)o1 (centres undefined)	-4	10	-3	5	7	-3	-6	-1	1.4	1
CCn1c(=O)c([N+](=O)[O-])c(N2CCSCC2)c2ccccc21	-2	-29	-12	0	9	2	-9	2	-2.5	0
COc1ccc(/C=C2\SC(=S)N(CCC(=O)Nc3cccc(C(=O)O)c3)C2=O)cc1OC	-3	-3	-9	9	7	8	-5	4	-6.9	-1
CC1CCN(CCCCOc2ccccc2F)CC1	0	23	7	-2	3	-3	-1	-2	-1.4	1
C=CCN1C(=O)/C(=C\c2ccc(Cl)cc2)N=C1SCC(=O)NCCC	1	-3	1	-2	9	-2	8	-1	1.6	0
NS(=O)(=O)c1ccc(CNC(=O)c2ccc(Cl)c([N+](=O)[O-])c2)cc1	1	7	-1	6	-8	1	-5	4	-0.5	-2
C=CCN=C1SC(CC)C(=O)N1S(=O)(=O)c1ccc(C)cc1 (centres undefined)	-1	-12	4	2	-3	-2	-5	3	-2.1	1
COc1cccc(/C=C/C(=O)OCC(=O)c2c[nH]c3ccccc23)c1	3	-12	-23	5	-1	-2	-2	-24	-0.5	-4
O=C(CSc1nnc(-c2ccccc2)n1-c1ccc(Cl)cc1)c1ccc(F)cc1	-4	-2	-1	-6	·	-4	6	·	·	3
COc1cc(/C=C/C(=O)OC(C)C(=O)Nc2c(C)n(C)n(-c3ccccc3)c2=O)ccc1O (centres undefined)	1	-1	3	6	-7	2	6	6	-1.2	-4
Cc1onc(-c2ccccc2Cl)c1C(=O)NCc1cccnc1	-1	9	-1	3	0	0	2	5	-0.9	0
CC(=O)c1oc2ccccc2c1NC(=O)COC(=O)c1ccc(-n2nc(C)cc2C)cc1	1	12	-3	0	5	0	1	-9	0.7	2
CC(=O)N1c2ccc(S(=O)(=O)N3CCC(C(=O)Nc4cccc(C)n4)CC3)cc2CC1C (centres undefined)	1	-7	0	-4	1	-1	-4	-3	-2.0	2
Cn1c(=O)c2c(nc(NCCNC(=O)c3ccco3)n2Cc2ccccc2Cl)n(C)c1=O	0	2	-1	4	-5	3	3	1	1.6	1
COc1ccc(S(=O)(=O)N2CCCCC2)cc1NC(=O)C1CC1	-4	-8	1	-11	-7	0	-5	-5	1.3	1
COc1ccc(/C=C2\SC(=N)N(c3ccc(F)cc3)C2=O)cc1	-2	3	1	-2	6	-1	7	-5	0.5	3
CCOC(=O)/C=C/C(=O)Nc1ccc(S(=O)(=O)Nc2cc(OC)nc(OC)n2)cc1	-1	8	-1	3	1	-1	-3	1	1.0	4
CCc1nnc(NC(=O)C2CC(=O)N(c3ccc(C)cc3)C2)s1 (centres undefined)	5	3	1	6	-3	2	-7	-8	-0.5	-3
CS(=O)(=O)N(CC(=O)Nc1ccc2c(c1)OCO2)c1ccc(Cl)cc1	3	8	-8	1	-1	-3	3	-7	-0.6	0
CCOC(=O)C1CCN(CC(O)COc2ccc(S(=O)(=O)N3CCCC3)cc2[N+](=O)[O-])CC1 (centres undefined)	-3	-1	-4	1	0	-1	-2	-1	-1.8	5
CN(CC(=O)NCc1ccc(F)cc1)S(=O)(=O)c1ccc(Br)s1	-3	18	-1	2	0	0	2	0	-1.9	1
COc1cc2ccnc(C=NO)c2cc1OC	5	0	-10	4	-6	0	10	21	0.3	-8
O=C(O)c1cc(-c2cccs2)nn1-c1ccccc1	-1	9	10	7	0	-3	2	3	0.6	0
COc1ccc(-c2ccc(CN3C(C(C)C)C(=O)N(Cc4cn(CC5CCCCC5)nn4)CCS3(=O)=O)cc2)cc1 (centres undefined)	-2	-5	-10	4	-11	4	-7	-38	-1.4	-5
COc1cc(NC(=O)CCN2CCN(c3ccccc3F)CC2)cc(OC)c1	-4	-19	-12	-3	2	5	-7	-2	-2.7	6
Fc1ccc(-c2nnc(SCc3ncc(-c4ccccc4)o3)n2CC2CCCO2)cc1 (centres undefined)	0	-9	4	2	-4	7	0	-3	2.5	-4
Cc1ccc(CNC(=O)CC(C)S(=O)(=O)c2cc3c(cc2C)NC(=O)CO3)cc1 (centres undefined)	1	-1	15	2	-5	0	4	-4	-3.6	-2
COc1ccc(N2CCN(C(=O)CCS(=O)(=O)c3ccc(OC)cc3)CC2)cc1	0	10	5	0	11	0	0	4	-1.1	-3
CCOc1ccc(S(=O)(=O)NCCc2cn3ccccc3n2)cc1	0	4	-2	-3	6	0	4	1	0.6	5
CCCN1C(=O)C(NC(C)=O)c2cc(OC)ccc21 (centres undefined)	-2	9	5	3	-4	-4	1	-1	-0.5	-2
Cc1cc(NC(=O)CSc2nnc(C(C)N(C)C)n2Cc2ccccc2)no1 (centres undefined)	-1	-2	2	-9	0	0	-1	-6	0.8	-2
